SIRT5 block: SIRT5 desuccinylase inhibitors, primary screen, biochemical, fluorescence imaging, single point, set 5 | NAD-dependent protein deacylase sirtuin-5, mitochondrial (Homo sapiens), Q9NXA8 | Purified SirT5, succinyl-peptide AMC, trypsin-coupled fluorescence | inhibition, % at 15 µM | hit rate 1.1% among 330,000; in the data active = inhibition above about 15%; inconclusive = no clear call, values can overlap the other calls
Target sequence (Q9NXA8 whole entry, looked up): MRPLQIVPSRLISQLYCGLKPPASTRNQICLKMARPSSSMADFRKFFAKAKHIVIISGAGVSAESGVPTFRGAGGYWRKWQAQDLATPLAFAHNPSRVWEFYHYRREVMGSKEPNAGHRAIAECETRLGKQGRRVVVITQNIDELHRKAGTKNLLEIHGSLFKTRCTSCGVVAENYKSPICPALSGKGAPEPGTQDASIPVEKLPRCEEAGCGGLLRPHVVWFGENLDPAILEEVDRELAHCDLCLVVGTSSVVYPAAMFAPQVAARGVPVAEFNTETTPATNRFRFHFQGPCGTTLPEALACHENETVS
miR122 inh: miR-122 Renilla sensor signal increase in Huh7, primary screen, miR-122 inhibitor project, cell-based, single point, plate reader | Huh7 miR-122 Renilla luciferase sensor, 48 h; neutral wells = 0, positive control = 100 | activation (reporter increase), % at 12.5 µM | hit rate 0.3% among 340,000;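 active = mean replicate activation score at least 90 and every replicate individually at or above 90; inconclusive = only one of the two criteria met; inactive = neither criterion met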;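 also: higher luciferase means less miR-122 activity so hits act as miR-122 inhibitors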
DENV2 CPE rescue: inhibitors of DENV2 cytopathic effect, primary screen, cell-based, plate reader, single concentration; DENV2-infected cells, cytopathic effect rescue; CPE inhibition, % at 9.99 µM; hit rate 1.7% among 350,000; AID 651640, 2012; in the data active = CPE inhibition above about 20%, passing the limit was not always enough; inconclusive = no clear call, values can overlap the other calls; tested in BHK-21 cells;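 also: 0% = median of neutral control wells and 100% = median of positive control wells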
ERp5 inh: inhibitors of ERp5-driven insulin aggregation, primary screen, biochemical, turbidity, absorbance 650 nm, single point; 90 min; inhibition, % at 9.99 µM; hit rate 0.05% among 350,000; AID 651711, 2012;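 active = mean replicate inhibition above about 25%, with every replicate also reaching it, limit read from the data, passing the limit was not always enough; inconclusive = only one of those two criteria met; inactive = neither criterion met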
Target sequence (Q15084 whole entry, looked up): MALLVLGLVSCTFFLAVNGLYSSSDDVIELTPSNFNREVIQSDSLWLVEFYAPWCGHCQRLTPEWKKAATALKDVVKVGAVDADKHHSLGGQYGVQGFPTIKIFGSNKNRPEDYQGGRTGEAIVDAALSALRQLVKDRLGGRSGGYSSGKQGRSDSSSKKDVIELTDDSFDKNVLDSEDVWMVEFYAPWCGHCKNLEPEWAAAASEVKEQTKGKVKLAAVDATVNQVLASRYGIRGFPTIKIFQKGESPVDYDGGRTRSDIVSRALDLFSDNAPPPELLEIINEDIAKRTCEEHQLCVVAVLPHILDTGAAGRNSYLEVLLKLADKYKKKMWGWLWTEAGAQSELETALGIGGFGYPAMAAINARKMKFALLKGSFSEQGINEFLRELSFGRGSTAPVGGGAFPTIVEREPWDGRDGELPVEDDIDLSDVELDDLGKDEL
ERAP1 inh: human ERAP1 aminopeptidase inhibitors, primary screen, biochemical, single point, plate reader | recombinant ERAP1, Leu-AMC fluorescence, 60 min | inhibition, % at 10.7 µM | hit rate 0.15% among 340,000 | AID 652197, 2013;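 active = mean replicate inhibition of at least 30%, or all replicates individually reaching that 30% level; inactive = mean below 30% and not every replicate reaching it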;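 also: 0% = neutral control wells and 100% = L-leucinethiol positive control wells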
F508del corr: F508del CFTR correction, initial screen, CFBE line, single point. CFBE cells, YFP halide quenching; stimulated with forskolin plus potentiator P3; % fluorescence drop versus neutral controls. activity (quench increase), % at 7.58 µM. hit rate 0.36% among 350,000;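 active = mean added fluorescence quench of at least 8% versus neutral control, with both replicates also reaching 8%; inconclusive = only one of the mean or replicate conditions met; inactive = mean below 8% and not both replicates reaching 8%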;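 also: cells transiently co-express mutant CFTR-F508del with the halide-sensitive YFP; corrector assay measuring rescue of mutant channel to the surface after 24 h compound exposure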
Casp6 inh: human caspase-6 inhibitors, primary screen, biochemical, VEID-R110 fluorescence, single point, set 2 | purified caspase-6, Z-VEID-R110 cleavage fluorescence | inhibition, % at 12.5 µM | hit rate 0.53% among 350,000 | AID 686996, 2013;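 active = mean inhibition across replicates at least about 35%, with every replicate also reaching that limit, limit read from the data; inconclusive = only one of the two criteria met; inactive = neither criterion met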;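 also: 0% = median of neutral control wells and 100% = no fluorescence left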
Target sequence (P55212 24-179 limits assumed): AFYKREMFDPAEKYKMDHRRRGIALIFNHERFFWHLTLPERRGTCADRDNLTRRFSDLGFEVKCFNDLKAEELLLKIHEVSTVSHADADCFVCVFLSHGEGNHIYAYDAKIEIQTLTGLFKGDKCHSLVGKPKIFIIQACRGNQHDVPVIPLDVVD
Target sequence (P55212 194-293 limits assumed): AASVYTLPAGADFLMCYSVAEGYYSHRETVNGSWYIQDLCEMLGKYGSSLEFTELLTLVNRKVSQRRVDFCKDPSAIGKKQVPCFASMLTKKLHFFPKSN
Numbers without * were called inactive; ? = inconclusive; nt = no result given; & = joins results of further samples; [ ] = another dose, or the depositor's remark.

SMILES	SIRT5 block	miR122 inh	DENV2 CPE rescue	ERp5 inh	ERAP1 inh	F508del corr	Casp6 inh
O=C(NCCNC(=O)c1ccc(-c2cc(Cl)ccc2Cl)o1)c1cnccn1	nt	0	4	-11	-3	4.2	2
O=C(COC(=O)Cc1c(F)cccc1Cl)NNC(=O)c1ccccc1	-7	-5	9	1	-1	0.1	-3
C/C(=N\Nc1ccc2nncn2n1)c1ccc(Br)s1	-3	nt	-1	3	nt	0.8	-3
COc1ccc([C@H]2N[C@]3(CCCN(CC4CCCCC4)C3=O)[C@H]3C(=O)N(C)C(=O)[C@@H]23)cc1	-6	-8	?	5	-2	1.2	7
Cc1ccc(S(=O)(=O)Nc2ccc3c(c2)C(=O)N([C@@H](C)CO)C[C@@H](C)[C@@H](CN(C)C(=O)Nc2ccc(C(F)(F)F)cc2)OCCCC[C@@H](C)O3)cc1	15*	-8[16.7 µM]	4	-2	1	3.7	-1
CCn1cc(Br)c(C(=O)Nc2ccccc2C(=O)OC)n1	2	nt	0	1	0	-1.4	-1
CCc1nc2c(OCc3ccc(Cl)cc3)cccn2c1N(C)C(=O)c1ccncc1	nt	-3	?	4	3	-0.6	1
Cc1cccc(-c2ccc3[nH]c4c(c3c2)CCN2C[C@@H]([C@H](C)O)[C@@H](N(C)C(=O)NC3CCCCC3)C[C@@H]42)c1	-2	9	-9	-2	4	-0.7	-10
COc1ccc(CN(C)C[C@H]2Oc3ccc(NS(=O)(=O)c4ccccc4)cc3CC(=O)N([C@H](C)CO)C[C@H]2C)cc1	2	-4[16.7 µM]	1	3	-4	1.1	nt
O=C(c1ccco1)N1CCN(c2ncnc3c2nnn3Cc2ccccc2Cl)CC1	-2	nt	nt	-1	1	nt	4
O=C(/C=C/c1ccc2ccccc2n1)N1CCN(S(=O)(=O)c2ccccc2F)CC1	-2	-8	-2	1	nt	-10	-1
COC(=O)c1cc(C)sc1NC(=S)N1CCN(CCc2ccccc2)CC1	-5	-2	0	2	-3	-3.8	-1
CCCn1c(=O)n(C)c(=O)c2c(SCC(=O)Nc3cc(C)on3)nc(C(C)(C)C)nc21	-7	-6	-4	3	-2	-3.5	8
Cc1ccc(N=Nc2ccc(O)c(P(=O)(c3ccccc3)c3ccccc3)c2)cc1	-3	-4	3	2	nt	-2.4	2
CCCCCn1c(SCC(=O)c2ccccc2)nc2cc(C(=O)NCC3CCCO3)ccc2c1=O (stereo not drawn)	-1	-1	13	-4	nt	-2.9	-5

Marked active in SIRT5 block (from the list above):
SMILES	SIRT5 block	miR122 inh	DENV2 CPE rescue	ERp5 inh	ERAP1 inh	F508del corr	Casp6 inh
Cc1ccc(S(=O)(=O)Nc2ccc3c(c2)C(=O)N([C@@H](C)CO)C[C@@H](C)[C@@H](CN(C)C(=O)Nc2ccc(C(F)(F)F)cc2)OCCCC[C@@H](C)O3)cc1	15*	-8[16.7 µM]	4	-2	1	3.7	-1

Next section
SMILES	SIRT5 block	miR122 inh	DENV2 CPE rescue	ERp5 inh	ERAP1 inh	F508del corr	Casp6 inh
CCCCCCCNC(=O)C1(CC2CC(c3cccc(Br)c3)=NO2)CCNCC1 (stereo not drawn)	-3	-2	?	-5	2	-1.4	10
C[C@@H]1CCCCO[C@H](CN(C)S(=O)(=O)c2cccs2)[C@H](C)CN([C@H](C)CO)C(=O)c2cc(NC(=O)CCCN(C)C)ccc2O1	1	7[16.7 µM]	nt	-1	5	2.6	-15
C/C=C/c1ccc([C@H]2[C@H](CO)N3C(=O)CN(C(=O)Nc4cccc(OC)c4)C[C@@H]23)cc1	-2	nt	-3	1	1	7.2	2
CCC(=O)N(C)C[C@@H]1Oc2cc(C#CCOC)ccc2S(=O)(=O)N([C@H](C)CO)C[C@H]1C	0	4[16.7 µM]	-10	6	0	3.0	8
COc1ccc(NC(=O)Nc2ccc3c(c2)C(=O)N([C@@H](C)CO)C[C@@H](C)[C@@H](CN(C)S(=O)(=O)c2cn(C)cn2)O3)cc1	-1&0	0[16.7 µM]	3&18	-5&1	0&0	-3.5&0.3	0&0
Cc1ccc(NC(=O)CCNC(=O)N2CC(=O)Nc3ccccc32)cc1Cl	-2	1	?	8	3	3.2	8
COc1cccc(OC)c1C(=O)Nc1nc(-c2ccccc2)cs1	nt	-7	-1	-1	-2	1.2	-2
COc1ccc(CNC(=O)C[C@H]2C[C@H]3c4cc(NC(=O)CN(C)C)ccc4O[C@H]3[C@@H](CO)O2)cc1	3	-6[16.7 µM]	3	-7	0	-2.7	2
c1ccc(OCCn2cnc3ccccc32)cc1	-1	-2	nt	-10	-7	nt	0
C/C(=N\N1C(=O)CSC1=S)c1ccc(Br)cc1	-2	nt	7	3	6	-0.9	23
CCCN1CCN(C(=S)NCc2ccc(Cl)cc2)CC1	-2	nt	-4	11	4	1.2	-3
Cc1cccc(N2CC(C(=O)Nc3ccc(S(=O)(=O)N4CCOCC4)cc3)CC2=O)c1 (stereo not drawn)	4	2	-9	-2	4	-0.3	8
COc1ccc(C2=NOC(Cn3nc(C(=O)NCc4ccco4)cc3-c3ccccc3)C2)cc1 (stereo not drawn)	nt	2	-11	-1	1	-0.1	-1
C[C@@H]1CCCCO[C@H](CN(C)S(=O)(=O)c2cn(C)cn2)[C@@H](C)CN([C@@H](C)CO)C(=O)c2cc(NC(=O)CCCN(C)C)ccc2O1	-4	3[16.7 µM]	-11	1	-2	-0.2	-3
CC(C)c1ccc(Nc2ncc3c(n2)CCN(C(=O)Nc2ccc(F)c(Cl)c2)C3)cc1	-3	-10	20*	3	1	3.0	-5
O=C(COc1ccc2c3c(c(=O)oc2c1)CCC3)NCc1ccncc1	1	-11	2	-3	3	-2.6	3
N/C(=N\OC(=O)c1cccs1)c1ccccc1	-2	-6	6	-1	-1	-1.7	1
NC(c1csc(Nc2cc(Oc3ccccc3)ncn2)n1)c1ccccc1Cl (stereo not drawn)	2	-3	0	5	3	2.1	1
COc1cc(C(=O)OC(C)CN2CCCCC2)cc(OC)c1OC (stereo not drawn)	-3	1	-2	2	0	-2.3	1
O=C(NCc1ccccc1)C(=O)Nc1nc(-c2ccccc2)cs1	-3	-2	-7	1	nt	2.7	2
CCCC(=O)N1CCC2(CC1)CN(C(=O)Nc1c(C)noc1C)[C@H](CO)c1c2c2ccc(OC)cc2n1C	-4	nt	-9	1	1	1.0	1
COc1ccccc1OCCNc1ccc(S(=O)(=O)N2CCCC2)cn1	-2	-2	-3	0	-3	-1.0	0
CC(C)N1CCC(N2CCN(Cc3cnc(-c4ccccc4)s3)CC2CCO)CC1 (stereo not drawn)	-1	nt	-4	7	-1	0.2	-23
COc1cc(OC)c2ccc(=O)oc2c1	-50	-11	-1	-2	-3	-1.5	-5
CCC(C)N(C(=O)CSc1nc(-c2cccs2)nc2ccccc12)C1CCS(=O)(=O)C1 (stereo not drawn)	-4	5	2	0	-2	-0.4	2
CCn1nc(NC(C)=O)c2cc3ccc(C)cc3nc21	8	nt	-4	0	7	1.9	1
O=C(c1cccc(F)c1)N1CCCCN2[C@H](CO)[C@H](c3ccc(-c4ccncc4)cc3)[C@H]2C1	-1	6[16.7 µM]	-12	0	-2	0.7	-2
O=C(C1=C[C@H](c2ccc3c(c2)OCO3)C[C@H](OCCCCO)O1)N1CCN(Cc2ccc3c(c2)OCO3)CC1	-8	1	44*	-2	0	1.5	-6
COc1ccc(CC2(CO)CCN(Cc3cnn(-c4ccc(F)cc4)c3)CC2)cc1	-2	-3	1	9	-2	-1.1	4
CCN(CC)c1ccc(S(=O)(=O)N2CCOCC2)cc1NC(=O)Cn1nc(C)c([N+](=O)[O-])c1C	3	1	-3	-5	2	3.9	2

An excerpt taken from the entries so far, as a working copy:
SMILES	SIRT5 block	miR122 inh	DENV2 CPE rescue	ERp5 inh	ERAP1 inh	F508del corr	Casp6 inh
O=C(C1=C[C@H](c2ccc3c(c2)OCO3)C[C@H](OCCCCO)O1)N1CCN(Cc2ccc3c(c2)OCO3)CC1	-8	1	44*	-2	0	1.5	-6
COc1ccc(CC2(CO)CCN(Cc3cnn(-c4ccc(F)cc4)c3)CC2)cc1	-2	-3	1	9	-2	-1.1	4
CCN(CC)c1ccc(S(=O)(=O)N2CCOCC2)cc1NC(=O)Cn1nc(C)c([N+](=O)[O-])c1C	3	1	-3	-5	2	3.9	2

Remaining list, next part:
SMILES	SIRT5 block	miR122 inh	DENV2 CPE rescue	ERp5 inh	ERAP1 inh	F508del corr	Casp6 inh
CCOc1ccc2[nH]c3c(=O)n(CCC4=CCCCC4)cnc3c2c1	0	nt	-2	-2	nt	-1.1	-2
CN(Cc1cn[nH]c1-c1ccc(-c2ccccc2)cc1)CC1CCOCC1	-2	4	2	5	3	-1.3	-4
C/C=C/c1ccc([C@H]2[C@H](CO)N3C(=O)CN(Cc4ccc(C(=O)OC)cc4)C[C@@H]23)cc1	-6	nt	9	0	0	-0.4	1
Cc1ccc(S(=O)(=O)N(C)C[C@@H]2Oc3ccc(NC(=O)CCC(F)(F)F)cc3CC(=O)N([C@H](C)CO)C[C@@H]2C)cc1	-3	42[16.7 µM]	17	1	0	-2.4	-1
CCCS(=O)(=O)N1CCN=C1SCc1cccc2ccccc12	0	nt	-1	-1	1	0.8	1
CCCCCCc1cc2cc(/C(N)=N/NC(=O)c3ccncc3)c(=O)oc2cc1O	nt	3	6	0	1	0.7	-4
CCn1cc(C(=O)NCC(C)C)c(=O)c2cc(F)c(N3CCN(C(=O)c4ccco4)CC3)cc21	-2	0	-2	3	0	-1.1	5
COC(=O)C1=C(C)OC(N)=C(C#N)C1c1c(C)nn(C)c1C (stereo not drawn)	-1	-1	-3	?	2	1.7	3
O=C(NCC1CCCO1)c1[nH]c(C(F)(F)F)nc1-c1ccccc1 (stereo not drawn)	-4	-4	-2	-11	-2	-3.2	0
CCOc1ccc(Br)cc1C1=NN(C(C)=O)C(c2ccc([N+](=O)[O-])s2)O1 (stereo not drawn)	-1	-2	12	4	-1	-2.7	5
O=C(COc1ccc(Cl)cc1)OCC(=O)c1ccc[nH]1	4	-1	-15	4	-3	7.2	2
O=C1SC(Cc2ccccc2)C(=O)N1c1ccccc1 (stereo not drawn)	-5	-6	-1	8	nt	1.5	0
COc1ccc(N2C(=O)C(CC(=O)Nc3ccccc3)N(Cc3cccs3)C2=O)cc1 (stereo not drawn)	9	nt	0	-3	4	1.0	1
O=C(NNc1nc2c(F)cccc2s1)C1COc2ccccc2O1 (stereo not drawn)	1	nt	1	-1	-1	-1.5	0
C#CC1(O)CCCC2C3CCC4CC(OC(C)=O)CCC4(C)C3C(=O)CC21C (stereo not drawn)	nt	-4	-7	-8	1	4.5	4

Laid out differently: 7 of the compounds above
| Molecule | SIRT5 block | miR122 inh | DENV2 CPE rescue | ERp5 inh | ERAP1 inh | F508del corr | Casp6 inh |
| --- | --- | --- | --- | --- | --- | --- | --- |
| C/C(=N\N1C(=O)CSC1=S)c1ccc(Br)cc1 | -2 | nt | 7 | 3 | 6 | -0.9 | 23 |
| CCC(C)N(C(=O)CSc1nc(-c2cccs2)nc2ccccc12)C1CCS(=O)(=O)C1 (stereo not drawn) | -4 | 5 | 2 | 0 | -2 | -0.4 | 2 |
| COc1cc(OC)c2ccc(=O)oc2c1 | -50 | -11 | -1 | -2 | -3 | -1.5 | -5 |
| Cc1ccc(S(=O)(=O)N(C)C[C@@H]2Oc3ccc(NC(=O)CCC(F)(F)F)cc3CC(=O)N([C@H](C)CO)C[C@@H]2C)cc1 | -3 | 42[16.7 µM] | 17 | 1 | 0 | -2.4 | -1 |
| COc1ccc([C@H]2N[C@]3(CCCN(CC4CCCCC4)C3=O)[C@H]3C(=O)N(C)C(=O)[C@@H]23)cc1 | -6 | -8 | ? | 5 | -2 | 1.2 | 7 |
| CCCCCn1c(SCC(=O)c2ccccc2)nc2cc(C(=O)NCC3CCCO3)ccc2c1=O (stereo not drawn) | -1 | -1 | 13 | -4 | nt | -2.9 | -5 |
| Cc1cccc(N2CC(C(=O)Nc3ccc(S(=O)(=O)N4CCOCC4)cc3)CC2=O)c1 (stereo not drawn) | 4 | 2 | -9 | -2 | 4 | -0.3 | 8 |
